PP5 inh: blocks human protein phosphatase 5 activity; P53041; purified PP5c, OMFP substrate fluorescence; inhibition, % at 6.7 µM; 320,000 compounds, 0.18% hits;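 active = inhibition above the campaign's mean inhibition across all tested compounds plus 3 SD, cut at about 9.5% in these data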;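 note: 0% = DMSO only and 100% = 100 µM cantharidin control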
HCV core dimer: HCV core protein dimerization inhibition | TR-FRET GST/Flag-core106 dimerization, 1536-well | inhibition, % at 5 µM | 300,000 compounds, 0.33% hits | AID 1899;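 active = inhibition above the mean of all tested compounds plus 3 SD, set per screening campaign, cut at about 45% in these data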
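Material: Tagged HCV core106 pair (GST and Flag) | Amount: GST-core106 13.5 nM, Flag-core106 17 nM | Medium: KF-containing HEPES buffer, pH 7.45, DTT, CHAPS, BSA | Reagent: Eu donor and XL665 acceptor anti-tag antibodies | Schedule: 4 h at 22.5 °C | Technique: Time-resolved FRET, ex 340 nm, em 617 and 671 nm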
TPT1 inhibitor: inhibitors of Candida albicans tRNA 2'-phosphotransferase TPT1 | recombinant caTPT1, FP RNA substrate dephosphorylation | inhibition, % at 5 µM | 300,000 compounds, 0.81% hits | AID 1962;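 active = inhibition above the mean of all tested compounds plus 3 SD, set per screening campaign, cut at about 24% in these data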;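 note: plate controls were DMSO alone for no effect and ferristatin control at 100 nM for full effect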
PP1 inh: counter-screen for PP5 inhibitors: inhibitors of human PP1-alpha. P62136. purified PP1alpha, OMFP fluorescence. inhibition, % at 6.7 µM. 320,000 compounds, 0.9% hits. AID 2235;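 active = inhibition above the mean inhibition of all tested compounds plus 3 SD, computed separately for each screening campaign, cut at about 15% in these data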
Target sequence (P62136 whole entry, looked up): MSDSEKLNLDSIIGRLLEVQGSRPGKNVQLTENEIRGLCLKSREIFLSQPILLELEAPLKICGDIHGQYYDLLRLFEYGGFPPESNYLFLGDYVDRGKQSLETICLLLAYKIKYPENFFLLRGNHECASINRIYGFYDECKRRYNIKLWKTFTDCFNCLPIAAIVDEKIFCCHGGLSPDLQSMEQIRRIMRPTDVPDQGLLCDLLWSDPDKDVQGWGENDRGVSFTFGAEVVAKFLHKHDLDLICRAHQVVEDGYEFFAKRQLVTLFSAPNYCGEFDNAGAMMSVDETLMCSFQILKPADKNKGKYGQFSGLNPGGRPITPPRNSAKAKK
Fh CTSL1 inh: counter-screen for PFM18AAP inhibitors: inhibitors of F. hepatica cathepsin L1 | recombinant F. hepatica cathepsin L1, Z-Leu-Arg-MCA fluorescence | inhibition, % at 5.96 µM | 300,000 compounds, 0.49% hits | AID 1906;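 active = inhibition above the mean of all tested compounds plus 3 SD, set per screening campaign, cut at about 17% in these data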;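 note: 0% = plate median of test compound wells and 100% = 1 µM Z-Phe-Ala-diazomethylketone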
PREPL inhibitor: human PREPL enzyme inhibition | inhibition, % at 5.96 µM | Q4J6C6 | recombinant PREPL, fluorescence polarization activity-based probe | AID 2751 | 320,000 compounds, 0.68% hits; in the data active = inhibition above about 43%;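 note: 0% = enzyme with DMSO and 100% = wells lacking enzyme; many of its hits are not listed in these tables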
Target sequence (Q4J6C6 whole entry, looked up): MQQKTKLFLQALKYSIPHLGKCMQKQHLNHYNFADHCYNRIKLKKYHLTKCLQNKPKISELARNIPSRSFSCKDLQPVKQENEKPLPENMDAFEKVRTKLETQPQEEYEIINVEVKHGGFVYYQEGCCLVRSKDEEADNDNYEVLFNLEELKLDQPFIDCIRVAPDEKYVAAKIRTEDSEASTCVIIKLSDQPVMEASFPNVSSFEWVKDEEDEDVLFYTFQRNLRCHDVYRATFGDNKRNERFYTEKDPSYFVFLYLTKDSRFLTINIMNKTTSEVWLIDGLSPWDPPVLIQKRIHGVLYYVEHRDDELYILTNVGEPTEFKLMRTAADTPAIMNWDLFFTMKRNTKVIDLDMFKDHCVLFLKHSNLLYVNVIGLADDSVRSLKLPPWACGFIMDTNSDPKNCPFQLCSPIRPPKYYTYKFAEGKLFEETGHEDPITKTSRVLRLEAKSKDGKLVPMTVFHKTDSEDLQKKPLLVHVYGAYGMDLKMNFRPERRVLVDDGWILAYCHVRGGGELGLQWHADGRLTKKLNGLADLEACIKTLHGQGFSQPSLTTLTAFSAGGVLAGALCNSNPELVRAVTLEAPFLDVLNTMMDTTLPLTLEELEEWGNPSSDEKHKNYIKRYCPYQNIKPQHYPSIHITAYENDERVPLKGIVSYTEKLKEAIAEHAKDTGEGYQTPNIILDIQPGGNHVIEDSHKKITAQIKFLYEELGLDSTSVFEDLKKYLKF
Efflux pump mplx: inhibitors of Candida antifungal efflux pumps expressed in yeast; S. cerevisiae Candida pump triplex, Nile Red efflux; inhibition, % at 10 µM; 330,000 compounds, 0.44% hits;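 active = plate passing quality check with inhibition over a set limit, or well fluorescence over plate mean plus 4 SD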;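 note: Nile Red retained in pooled yeast measured as flow cytometry median fluorescence; 0% = buffer negative control and 100% = Enniatin B positive control; higher means more Nile Red kept so more efflux inhibition; some compounds called inactive have numbers as strong as hits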
LYPLA2 inh: LYPLA2 (human) inhibition in PME1 counter-screen; inhibition, % at 5.9 µM; 320,000 compounds, 0.38% hits; recombinant LYPLA2, FP-Rh probe fluorescence polarization; AID 2177; O95372;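 active = inhibition above the screen-wide mean plus 3 SD, limit set per campaign, cut at about 26% in these data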;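 note: 0% = LYPLA2 with DMSO and 100% = wells lacking LYPLA2 enzyme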
GASC-1 inh: human JMJD2C demethylase inhibition; Q9H3R0; GST-JMJD2C(1-420) H3K9me3 demethylation, DELFIA europium; inhibition, % at 2.35 µM; 330,000 compounds, 0.069% hits; AID 2099;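 active = more than half of a compound's replicate wells show inhibition beyond 50%, single wells judged on their own value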;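 note: signal counts dimethyl H3K9 product captured on neutravidin plate; 0% = median of DMSO wells and 100% = 0.3 times that DMSO median; strong numbers were not always called active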
Active calls of the source: *; . = no result given; & = joins results of further samples. These rows are one share of the data; the hit share may differ from the screen's.

SMILES	PP5 inh	HCV core dimer	TPT1 inhibitor	PP1 inh	Fh CTSL1 inh	PREPL inhibitor	Efflux pump mplx	LYPLA2 inh	GASC-1 inh
CC(=O)c1cc(C#N)c(N2CC(C)OC(C)C2)nc1C (stereo not given)	-6.1	-5	-3	-2	20*	9	0.0	-3	45
O=C(O)c1ccccc1-c1ccccc1C(=O)Nc1ccccc1Br	-1.0	-2	-1	-1	0	0	-0.2	10	5
Cc1cc(=O)c2cc(Br)ccc2n1CC(=O)NCc1ccccc1	-3.6	8	3	-3	1	-16	-0.1	-1	-1
COc1ccc(CNC(=O)CCc2c[nH]c3ccccc23)cc1	1.5	-7	-2	-4	-9	4	0.1	-5	-8
COc1cc(CNC(=O)C2CC2)ccc1OCc1ccccc1	-2.9	0	-1	2	5	3	-0.1	10	-19
CCCCS(=O)CC(CS(=O)CCCC)OC(=O)c1ccccc1 (stereo not given)	0.9	-1	2	1	1	-2	0.1	3	6
O=C(NCc1ccccn1)c1ccc(Cl)c(S(=O)(=O)N2CCOCC2)c1	4.7	2	-1	4	1	0	0.1	3	-1
CCn1cc(C(=O)NC(C)C)c(=O)c2cc(F)c(N3CCN(C(=O)c4ccco4)CC3)cc21	2.5	-10	0	1	6	3	0.1	8	44
C/C(=N\NC(=S)NCCc1ccccc1)c1cccc(Br)c1	-0.4	10	-3	1	3	-16	-0.2	-14	12
CCOc1ccc(C(=O)OCC(=O)Nc2cc(C)on2)cc1OCC	2.8	-6	-2	1	-6	3	0.1	-5	3
CC(=O)c1c(C)[nH]c(C(=O)COC(=O)c2cccnc2Cl)c1C	0.3	.	.	-2	.	17	0.2	8	-4
CC(C)OC(=O)CSc1nnc(COc2ccc([N+](=O)[O-])cc2)n1C	2.1	0	1	2	0	6	0.0	-4	6
Cc1cc(NC(=O)CSc2nnc(-c3cccc(F)c3)n2N)no1	0.9	.	.	-1	.	9	-0.4	-2	4
CCOC(=O)C1=C(CC)Nc2ccccc2N=C1NC(=O)Nc1ccc(Cl)c(Cl)c1	4.5	22	-2	10	4	-18	0.1	-88	11
Cn1nc(C(=O)NCCc2ccc(S(N)(=O)=O)cc2)c2c1-c1ccccc1S(=O)(=O)C2	2.4	-3	1	-1	1	0	0.1	5	29
CS(=O)(=O)N1CCN(c2ccc(Cl)cc2[N+](=O)[O-])CC1	0.0	5	-3	-1	-1	-4	-0.2	-2	-15
COc1ccc(C(=O)Nc2ccc(S(=O)(=O)Nc3onc(C)c3C)cc2)cc1	0.7	-2	-2	-2	2	-5	0.1	3	5&-7
CC(=O)c1c(C)nn(CC(O)COc2ccc3c(c2)CCC3)c1C (stereo not given)	0.2	-1	0	-4	2	14	0.0	8	-4
Cn1c2ccccc2c2n[nH]c(=O)nc21	0.9	1	-5	-4	1	4	-0.3	-2	-1
O=C(CCS(=O)(=O)Cc1ccccc1)N1CCc2ccccc2C1	1.1	-3	-2	-1	2	0	-0.1	-1	-5
COc1ccc([C@H]2CC(=O)C=C(/C=C/c3ccccc3)C2)cc1	4.1	.	.	9	.	-28	-0.2	7	4
N=c1c2c(n(Cc3ccc(Br)cc3)c3c1CCC3)CCCC2	-0.3	2	-2	-5	-2	33	0.0	4	7
C=CCN1C(=O)/C(=C\c2cccs2)C(C(=O)OC)=C1C	2.4	-12	1	3	1	2	-0.2	7	142
NCCSSCCN	0.3	-8	-1	-4	-2	16	0.0	1	6
CN=C(NC1CCCCC1)c1ccc([N+](=O)[O-])cc1	-0.1	2	0	4	1	-3	0.2	3	-5
O=[N+]([O-])c1ccc2nonc2c1Nc1cccc(F)c1	2.3	-8	-1	2	-3	0	0.0	6	-11
OC12CCCCC1C(c1ccc3c(c1)OCO3)N(Cc1ccc(F)cc1)CC2 (stereo not given)	3.2	5	-1	6	0	-20	0.1	-2	-1
CCOC(=O)c1ccc(N2C(=O)CC(N(C)Cc3ccccc3)C2=O)cc1 (stereo not given)	1.3	1	-2	-2	-3	-4	0.0	5	-5
Cc1c(C(=O)Nc2ccccc2C(=O)N2CCOCC2)cccc1[N+](=O)[O-]	1.6	-5	-5	-6	11	-2	0.0	-6	3
Clc1ccc(CSc2nnc(Cn3cnc4ccccc43)o2)cc1	2.0	2	-1	4	4	-16	0.1	11	27
CN(C)S(=O)(=O)c1ccc(NC(=O)c2cc3ccccc3o2)cc1	10*	-5	-5	4	0	15	-0.2	-3	-3
CCN1C(=O)c2ccccc2S(=O)(=O)c2ccc(C(=O)NCc3cccnc3)cc21	1.6	-2	-2	-1	-1	-6	0.1	2	-17
CC(NS(=O)(=O)c1ccc(Br)cc1)C(=O)NCCc1ccccc1 (stereo not given)	1.1	1	-1	-1	-1	-71	-0.1	-3	2
O=C(COC(=O)Cc1ccsc1)Nc1ccccc1	-0.8	-3	-3	1	-8	14	-0.1	-2	3
CCCC/C(C)=N/NC(=O)c1cn(-c2ccccc2)nc1-c1ccccc1	1.6	3	1	7	0	-3	-0.1	-21	-1
Cc1ccccc1OC1CCN(C(=O)c2cc(COc3ccccc3)on2)CC1	4.5	10	-1	2	3	-7	0.1	4	-8

In the list so far, two have a furan ring, fused or not.
SMILES	PP5 inh	HCV core dimer	TPT1 inhibitor	PP1 inh	Fh CTSL1 inh	PREPL inhibitor	Efflux pump mplx	LYPLA2 inh	GASC-1 inh
CCn1cc(C(=O)NC(C)C)c(=O)c2cc(F)c(N3CCN(C(=O)c4ccco4)CC3)cc21	2.5	-10	0	1	6	3	0.1	8	44
CN(C)S(=O)(=O)c1ccc(NC(=O)c2cc3ccccc3o2)cc1	10*	-5	-5	4	0	15	-0.2	-3	-3

Further structures follow:
SMILES	PP5 inh	HCV core dimer	TPT1 inhibitor	PP1 inh	Fh CTSL1 inh	PREPL inhibitor	Efflux pump mplx	LYPLA2 inh	GASC-1 inh
COC1CCCN(C(=O)c2ccc(OC3CCN(CCc4ccccc4)CC3)cc2)C1 (stereo not given)	-2.3	-2	0	-1	9	11	-0.2	18	.
CC1CCCN(C(=O)C2CCN(S(=O)(=O)c3cccc4nsnc34)CC2)C1 (stereo not given)	-0.1	-2	2	2	1	-4	1.1	-3	7
Cc1cc(Nc2ccc3c(c2)OCCO3)n2ncnc2n1	-3.1	-4	-3	1	2	3	0.0	2	-1
S=C(NCc1ccc2c(c1)OCO2)NC1CC1	-0.8	-1	-2	3	0	-4	0.0	-2	10
CN1CCN(C(=O)/C=C\c2ccc(Cl)cc2)CC1	4.2	-12	-2	1	0	1	-0.1	8	-4
Cc1ccc(-c2nn(C(C)(C)C)c3ncnc(N)c23)cc1	5.0	5	2	-2	-1	10	0.1	-1	-2
CCOC(=O)c1cnn(CCOC(=O)C(C)(C)C)c1NC(=O)C(C)(C)C	-0.2	-5	-6	0	-2	17	-0.2	3	-7
CCOc1ccccc1NC(=O)C(C)CC (stereo not given)	0.1	-4	-8	-3	0	4	-0.1	-3	-1
CN1C(C(=O)NCc2cccc(C(F)(F)F)c2)CC2Cn3c(nc4cc(Cl)c(Cl)cc43)C21 (stereo not given)	2.7	4	-1	-1	0	-28	-0.2	-2	-13
COc1ccccc1C(=O)Nc1cccc(NC(C)=O)c1	0.1	0	-3	-2	-2	-1	-0.1	2	-24
CC(C)OC(=O)Cn1nnc2c(cnn2-c2ccccc2)c1=O	2.4	-3	-1	-4	1	4	0.0	0	3
O=C(C1CCN(S(=O)(=O)c2ccc(Cl)cc2)CC1)N1CCCCCCC1	3.6	2	1	0	2	4	-0.6	5	-7
COc1ccc(CN2CCC(CNS(=O)(=O)c3cccc(C(F)(F)F)c3)CC2)cc1	0.7	7	-1	5	-1	-3	0.4	-1	9
COc1cc2c(cc1OC)C(c1ccc(Br)cc1)N(C(=O)c1ccccc1C(=O)O)CC2 (stereo not given)	0.5	15	2	1	-2	-9	0.1	-2	-6
Cc1ccccc1NC(=O)CSc1ccc(-c2cccnc2)nn1	4.4	5	-1	0	2	-3	0.1	6	1
COc1ccc(/C=C/C(=O)Nc2cc(=O)n(C)c(=O)n2C)cc1	2.9	-7	0	1	3	6	15*	-5	-1
CCC(C)C(NC(=O)c1ccccc1NC(=O)c1ccc(OC)cc1)C(=O)NCc1ccco1 (stereo not given)	3.3	16	0	14	45*	-9	0.2	-9	-3
CCNC(=S)Nc1ccc(Cc2ccncc2)cc1	1.6	0	-2	-3	-3	-9	-0.1	1	8
CCC(C)(C)NC(=O)CN(Cc1ccccc1)C(=O)CCC(=O)Nc1nccs1	-1.0	-3	-3	0	1	1	-0.2	2	-37
N=C(N)SCCN	0.3	10	-5	-1	-1	-5	0.1	2	7
CC(C)c1ccc(N2C(=O)/C(=C/N(C)C)SC2=S)cc1	-0.5	15	-64	-2	-2	8	0.1	-19	-5
O=C(Nc1ccc(Cl)cc1)N[C@@H]1c2c(ccc3ccccc23)OC[C@@H]1CO	8.6	0	-1	4	-2	-40	0.1	-23	-1
CC(NC(=O)c1cccc(OC2CCN(C(=O)C3CC3)CC2)c1)c1ccc(F)cc1 (stereo not given)	-0.2	0	-2	-1	4	4	0.0	-1	-17
NS(=O)(=O)c1ccc(NC(=O)CSc2nnc(Cc3cccs3)n2-c2ccccc2)cc1	-1.2	14	-3	0	1	-12	0.0	1	0&8
O=C(c1cnn(C(=O)COc2ccc(Cl)cc2)c1)c1ccccc1O	0.8	8	4	-3	-6	1	-0.1	3	-1
O=C(c1ccco1)N1CCn2cccc2C1c1ccccc1 (stereo not given)	-0.5	1	3	-5	-5	11	0.2	-1	2
O=C1NC(=O)/C(=C/c2ccc(O)cc2)S1	3.4	-3	0	-2	1	-5	0.0	9	3
CCCc1[nH]n(-c2ccc([N+](=O)[O-])cc2)c(=O)c1C=NCCc1c[nH]c2ccccc12	5.5	10	1	-5	4	33	0.0	-3	-4
Cc1ccc(/C=C2\C(=O)Nc3ccccc32)o1	2.7	-4	3	-1	2	4	0.0	-1	1
O=C(COC(=O)c1cc([N+](=O)[O-])ccc1N1CCOCC1)NCCc1ccccc1	1.5	-3	-1	0	-9	19	0.1	7	-4
CN1CCN(c2nnc(-c3ccc(F)cc3)c3ccccc23)CC1	0.9	2	-3	-3	-3	-1	-0.1	19	2
Cc1c(Cl)cccc1NC(=O)CSc1ncnc2c1cnn2CCc1ccccc1	0.8	1	4	-1	1	-22	0.0	-1	13
c1ccc(CNc2cnccn2)cc1	-0.4	-3	3	3	2	3	-0.1	0	0
COc1cccc(NC(=O)COC(=O)C2CCN(S(=O)(=O)c3cccs3)CC2)c1	-0.5	4	0	-1	-6	3	0.0	-3	-21
COc1ccc(C2NC(c3ccc(OC)cc3OC)C(C)C(=O)C2C)c(OC)c1 (stereo not given)	3.2	-3	1	3	-3	-7	0.1	6	-1
CC(NC(=O)CCN1C(=O)c2ccccc2S1(=O)=O)c1ccccc1 (stereo not given)	0.2	3	0	-6	-2	0	0.0	3	-8
COc1cccc(CNC(=O)c2cccc(NC(=O)CC3SC(N4CCCCC4)=NC3=O)c2)c1 (stereo not given)	6.0	.	.	-3	.	-3	0.3	4	-1
CN(C)CCNC(=O)CCCNC(=O)Cn1cnc2sc3c(c2c1=O)CCCC3	-0.1	-1	-4	-2	0	-4	-0.1	6	15
Cc1cc(C)nc(N2CCN(C(=O)CCC(=O)Nc3nnc(C(C)C)s3)CC2)n1	-1.9	4	1	-6	-2	3	0.0	1	-14
CCOc1ccccc1NC(=O)CN1C(=O)CSC(C)C1=O (stereo not given)	2.2	4	1	-5	7	9	0.0	-1	4

High-throughput results (PubChem)
